bovine MsrA act: activators of bovine methionine sulfoxide reductase A | purified bovine MsrA, absorbance read-out | activation, % at 10.6 µM | hit rate 0.3% among 360,000; in the data active = activation above about 7.5%;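 also: 0% = vehicle and 100% = reference activator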
Tb MetRS inh: blocks T. brucei methionyl-tRNA synthetase activity; purified T. brucei MetRS, ATP depletion, Kinase-Glo luminescence; inhibition, % at 11.9 µM; hit rate 0.4% among 360,000; AID 624268;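 active = inhibition above a per-plate cutoff of the control wells' mean inhibition plus 3 SD, cut at about 5.5% in these data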;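 also: 0% = DMSO wells median and 100% = median of wells with control inhibitor compound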
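Test system: purified T. brucei MetRS enzyme. Also added: ATP, methionine and E. coli bulk tRNA substrates. Compound: 11.9 µM single point. Schedule: 15 min enzyme-compound preincubation, 2 h reaction, 10 min detection, 25 °C. Signal: luciferase luminescence of residual ATP, Kinase-Glo. Evaluation: percent inhibition versus plate control medians. Controls: DMSO wells, low control.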
MsrA inhibitor: bovine MsrA inhibition; hit rate 0.75% among 360,000; inhibition, % at 15.5 µM; purified bovine MsrA, absorbance read-out; AID 651718; in the data active = inhibition above about 4.5%;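 also: 0% = vehicle wells with enzyme and 100% = reference inhibitor wells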
CendR NRP1 mod: modulators of CendR peptide binding to human neuropilin-1; O14786; FAM-RPARPAR peptide binding to NRP-1, fluorescence polarization; inhibition, % at 25 µM; hit rate 0.85% among 360,000;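 active = inhibition or corrected inhibition above about 18%, plus a signal ratio from 0.5 to 1.5, limit read from the data, passing the limit was not always enough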; also: strong numbers were not always called active
E coli Lon inh: E. coli protease La inhibition; AID 602123; hit rate 0.42% among 360,000; P0A9M0; purified E. coli Lon protease, fluorescence polarization; inhibition, % at 7.94 µM; in the data active = inhibition above about 13%, passing the limit was not always enough;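 also: 0% = enzyme with probe and DMSO and 100% = no enzyme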
MLLE-PAM2 inh: inhibitors of microRNA-mediated deadenylation, human PABP1 MLLE binding. P11940. GST-MLLE / FITC-PAM2 fluorescence polarization. inhibition, % at 20 µM. hit rate 0.36% among 360,000; in the data active = inhibition above about 35%, passing the limit was not always enough;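 also: plate controls were DMSO wells with GST-MLLE for no effect and wells lacking GST-MLLE protein for full effect; some results filed as inactive read as strong as hits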
Target sequence (P11940 whole entry, looked up): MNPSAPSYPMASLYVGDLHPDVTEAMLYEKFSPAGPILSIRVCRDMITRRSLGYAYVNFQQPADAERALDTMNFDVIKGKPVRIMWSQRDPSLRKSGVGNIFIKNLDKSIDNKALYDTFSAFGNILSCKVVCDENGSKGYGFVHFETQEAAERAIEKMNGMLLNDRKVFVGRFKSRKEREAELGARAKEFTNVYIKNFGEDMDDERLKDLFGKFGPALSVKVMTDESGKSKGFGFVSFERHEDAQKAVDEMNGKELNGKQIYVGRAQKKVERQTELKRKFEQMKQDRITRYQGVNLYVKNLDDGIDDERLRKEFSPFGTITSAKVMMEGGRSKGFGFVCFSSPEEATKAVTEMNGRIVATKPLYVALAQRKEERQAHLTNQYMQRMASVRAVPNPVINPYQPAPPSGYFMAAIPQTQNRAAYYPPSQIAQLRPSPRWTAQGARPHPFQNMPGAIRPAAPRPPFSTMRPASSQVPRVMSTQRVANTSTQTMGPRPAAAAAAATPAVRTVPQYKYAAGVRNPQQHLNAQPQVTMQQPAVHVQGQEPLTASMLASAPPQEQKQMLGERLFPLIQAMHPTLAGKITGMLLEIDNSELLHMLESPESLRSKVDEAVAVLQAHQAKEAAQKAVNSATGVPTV
FAS TE block: FAS thioesterase (human) inhibition | P49327 | recombinant FAS-TE, OMFH fluorogenic substrate, fluorescence endpoint | inhibition, % at 15 µM | hit rate 0.67% among 360,000;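 active = compounds whose normalised, plate-corrected inhibition of enzyme fluorescence in the single-dose primary screen is 50% or more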;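 also: 0% = DMSO with enzyme and 100% = substrate without enzyme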
MT1-MMP act inh: inhibitors of human MT1-MMP activation; P50281; HT1080 RFP-PRO-GFP cells, GFP/RFP ratio fluorescence, overnight; percent of plate control window, DMSO zero; GFP/RFP ratio change, % at 20 µM; hit rate 0.061% among 360,000; AID 651647;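 active = GFP/RFP ratio change of at least 30% with cell ATP level not reduced by more than half and red fluorescence within 50% of control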; also: strong numbers were not always called active
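Test system: HT1080 cells expressing an RFP-PRO-GFP fluorescent reporter construct / Compound dosing: single-point 20 µM compound, 1% DMSO / Schedule: cells overnight before dosing, compound overnight, 37 °C, 5% CO2 / Evaluation: GFP/RFP fluorescence ratio / Control set: DMSO and RFP-L50D-GFP cell wells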
SKN-1 inh: C. elegans SKN-1 inhibition. C. elegans VP596 Pgst-4::GFP/RFP ratio, acrylamide-induced, 24 h. AID 624304. inhibition, % at 21.8 µM. hit rate 0.49% among 360,000;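 active = interference check ratio from 0.5 to 1.5 plus GFP to RFP signal ratio inhibition reaching or exceeding a fixed threshold, cut at about 30% in these data, passing the limit was not always enough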; also: some compounds called inactive have numbers as strong as hits
Starred values were filed as active, the others as inactive; . = not tested or not shown.

Sequence of screens: bovine MsrA act	Tb MetRS inh	MsrA inhibitor	CendR NRP1 mod	E coli Lon inh	MLLE-PAM2 inh	FAS TE block	MT1-MMP act inh	SKN-1 inh
1	CC(=O)OCCN1c2ccccc2Sc2cnccc21
  -2	0.1	-0.6	-4	-3	9	-5	-15	14
2	CCc1noc(C)c1C(=O)N1CCN(S(=O)(=O)c2ccc(C(C)=O)cc2)CC1
  -2	-0.3	-0.9	-4	3	-56	0	1	-6
3	Cc1ccc(C(=O)NCc2ccc3c(c2)OCO3)cc1S(=O)(=O)N1CCCCC1
  -1	-0.3	0.2	13	-3	1	7	0	-6
4	Cn1c(=O)c2c(nc(CN3CCc4ccccc4C3)n2Cc2ccc(F)cc2)n(C)c1=O
  -2	-0.1	1.5	-2	-4	12	28	-15	7
5	CC(C(N)=O)N1C(=O)C2C3C=CC(C3)C2C1=O (centres undefined)
  0	0.4	-0.1	0	-2	16	-9	1	-22
6	COc1cc(CCN2C(=O)c3cccc4cccc(c34)C2=O)c(S(=O)(=O)NCCO)cc1OC
  -4	0.5	1.9	7	9	2	-3	4	-4
7	CN(Cc1ccccc1)C1CCN(Cc2ccccc2[N+](=O)[O-])CC1
  -1	-2.2	-0.5	0	8	-4	1	2	-1
8	Cc1ccc2cc(CN(Cc3ccco3)S(=O)(=O)c3c(C)ccc4nsnc34)c(=O)[nH]c2c1
  -10	-1.4	1.1	-4	6	11	0	6	-14
9	CCOC(=O)Cn1c(=O)oc2cc(S(=O)(=O)N3CCc4ccccc43)ccc21
  1	0.1	-1.6	5	5	-16	4	1	3
10	CC1(C)Cc2c(C#N)c(N3CCN(C(=O)c4ccccc4Cl)CC3)nc(-c3ccco3)c2CS1
  -5	-0.8	1.1	-56	-12	-5	-6	-16	9
11	COC(=O)CSc1nnc(-c2cccs2)n1-c1ccc(Cl)cc1
  -8	0.3	1.9	-7	-4	-10	-5	-4	-19
12	Cc1cc(C)nc(SCc2nnc(SCC(=O)N3CCOCC3)o2)n1
  0	-0.1	0.5	1	3	-18	-12	4	11
13	C/C(=N\NC(=O)c1ccc(C)cc1C)c1ccc2c(c1)OCO2
  0	-0.9	1.4	9	-7	2	-10	0	7
14	COc1ccc(OCc2ccc(C(=O)N3CCOCC3)cc2)cc1
  -5	-0.5	-0.6	-2	5	8	-2	1	9
15	COc1cc(C(C)=O)ccc1OCC(O)Cn1nc(C)c(C(C)=O)c1C (centres undefined)
  -3	-0.7	1.9	-6	6	8	-7	4	-27
16	O=C(NCc1cccc(F)c1)C1CCC(=O)N(CCc2cccc(F)c2)C1 (centres undefined)
  -1	0.6	0.4	5	-5	0	-5	-1	5
17	CC(=O)OCC1=C(C(=O)O)N2C(=O)C(NC(=O)C(C)Cn3nc(C)c(Cl)c3C)C2SC1 (centres undefined)
  -3	-0.2	0.4	-23	0	36	-3	-2	5
18	O=C(Cc1csc(-c2ccccc2)n1)NCC(=O)Nc1ccc(F)c(F)c1F
  -1	0.1	-1.0	8	-3	-13	0	-7	-3
19	CC(=O)Nc1cccc(NC(=O)C(F)(F)F)c1
  -4	0.0	-1.1	9	1	5	-3	0	8
20	O=C(Nc1ccc(Cl)cc1)c1ccc(CN2CCc3ccccc3C2)cc1
  -1	0.5	1.8	6	-3	7	10	-6	-7

Whole records, quoted from the list. Screens in order: bovine MsrA act	Tb MetRS inh	MsrA inhibitor	CendR NRP1 mod	E coli Lon inh	MLLE-PAM2 inh	FAS TE block	MT1-MMP act inh	SKN-1 inh
CN(Cc1ccccc1)C1CCN(Cc2ccccc2[N+](=O)[O-])CC1 is listed with -1	-2.2	-0.5	0	8	-4	1	2	-1
O=C(NCc1cccc(F)c1)C1CCC(=O)N(CCc2cccc(F)c2)C1 (centres undefined) is listed with -1	0.6	0.4	5	-5	0	-5	-1	5

(listing goes on)
Sequence of screens: bovine MsrA act	Tb MetRS inh	MsrA inhibitor	CendR NRP1 mod	E coli Lon inh	MLLE-PAM2 inh	FAS TE block	MT1-MMP act inh	SKN-1 inh
21	COc1ccc(-n2ncc3c(NCc4cccs4)ncnc32)cc1
  0	-0.1	0.7	-10	1	-8	9	2	-3
22	CCOc1ccc(NC(=O)C2CCN(S(=O)(=O)c3cccs3)CC2)cc1
  -8	-0.9	-0.4	3	2	-4	6	1	-13
23	Nc1ccc2[nH]c(=S)sc2c1
  1	-0.1	1.7	-8	1	27	0	-4	9
24	CCCCN1C(=O)C(CC(=O)NCC2CCCCC2)CC(C(=O)N(C(C)C)C(C)C)=C1C (centres undefined)
  -1	-0.6	-0.1	3	-8	15	-3	-4	3
25	CC(/C=N/NC(=O)c1ccc(Br)cc1)=C\c1ccccc1
  -1	-0.1	0.0	8	-4	0	-6	4	11
26	Cc1ccc(CSCCC(=O)NCCC2=CCCCC2)cc1
  -8	-0.1	-0.5	-5	-247	3	15	2	2
27	CCOC(=O)C1=CN(Cc2ccco2)S(=O)(=O)N(CC)C1c1ccccc1 (centres undefined)
  -6	-2.3	-0.5	-1	-1	0	14	1	6
28	COc1ccc(C(=O)Nc2ccc(N3CCOCC3)cc2)cc1S(=O)(=O)NC1CCCC1
  -5	-1.2	1.3	8	4	-3	-1	1	-1
29	CCOC(=O)C1=C(N)N2C(=O)C(C)SC2=C(C(=O)OCC)C1c1ccccc1 (centres undefined)
  -4	-0.9	-0.1	-6	-5	8	16	2	-2
30	CCN(CC)S(=O)(=O)c1cccc(-c2n[nH]c(=S)n2CC(C)C)c1
  0	-0.2	3.0	-17	0	-17	3	3	13
31	Nc1ccc(S(=O)(=O)c2ccc(NC(=O)c3cccnc3)cc2)cc1
  -9	-0.3	0.0	-4	11	1	6	2	-4
32	CCn1c(C)nc2cc(C(=O)N/N=C/c3ccc(O)c(O)c3O)ccc21
  -12	-0.8	4.1	0	9	25	-6	2	12
33	Cc1cc(N2CCCCC2)nc(N2CCCCC2)n1
  -6	-0.6	0.0	0	-7	11	-10	-5	5
34	NS(=O)(=O)c1cccc(NC(=O)CSc2nnc(C3CC3)n2-c2ccccc2)c1
  -2	-0.2	0.1	2	-8	-8	-8	-1	-3
35	O=C(Nc1nnc([C@@H]2C[C@H](O)[C@@H](CO)O2)s1)NC(c1ccccc1)c1ccccc1
  0	-0.1	0.7	2	-13	3	-4	-4	16
36	COc1ccccc1N1CCN(C2CCN(C(=O)c3ccc(F)cc3)CC2)CC1
  -3	-0.2	-0.3	-4	-4	-38	-9	3	0
37	COc1cc(/C(C)=N\NC(=O)CSc2nc3ccccc3n2C)ccc1O
  -3	-0.5	0.6	-6	-8	-20	-2	0	10
38	O=C1C2CCCN2C(=O)N1CCCN1CCN(c2cccc(Br)c2)CC1 (centres undefined)
  -2	1.5	0.9	0	0	7	-2	3	17
39	COC(=O)C1=C(CN2CCCc3ccccc32)NC(=O)NC1c1ccc(F)cc1 (centres undefined)
  -12	-0.6	0.7	-10	-14	-7	12	-15	0
40	COc1ccc(C(=O)OCC(=O)Nc2nc3c(F)c(F)c(F)cc3s2)cc1OC
  -3	-0.2	-0.9	1	2	-9	-3	-4	6

Sequence of screens: bovine MsrA act	Tb MetRS inh	MsrA inhibitor	CendR NRP1 mod	E coli Lon inh	MLLE-PAM2 inh	FAS TE block	MT1-MMP act inh	SKN-1 inh
41	CCOC(=O)c1c(NC(=O)COC(=O)CCCOc2ccc(OC)cc2)sc(C(=O)NC)c1C
  -3	-0.1	0.7	-12	4	-1	3	3	1
42	Cn1cnnc1SCC(=O)Nc1ccc(S(=O)(=O)N2CCOCC2)cc1
  -3	-0.1	-0.1	-19	1	15	-6	-1	16
43	Cc1ccccc1NC(=O)c1ccc2c(c1)CCN2S(C)(=O)=O
  -3	-2.4	-0.5	-1	-6	9	0	0	1
44	COc1ccccc1N1CCN(C(=O)c2[nH]c(C(F)(F)F)nc2-c2ccccc2)CC1
  -4	-0.7	1.8	-1	-5	5	-2	13	-1
45	Cc1ccc(S(=O)(=O)N2CCN(C(=O)c3ccc(N4CCCCC4)c([N+](=O)[O-])c3)CC2)cc1
  -9	-0.5	1.2	0	8	5	19	0	-7
46	CC(C)(C)C1CCc2c(sc(NC(=O)CSc3ncn[nH]3)c2C#N)C1 (centres undefined)
  0	-0.6	-0.4	-26	3	23	-159	-6	0
47	Cc1[nH]c2ccccc2c1C(=O)CSC(=S)N(C)C
  4	-0.1	-0.2	0	-5	5	-4	4	4
48	Cc1nn(-c2ccccc2)nc1C(=O)NNC(=O)c1cccc2ccccc12
  -4	0.2	-2.1	-6	6	-9	6	3	-2
49	O=C(NNC(=O)c1ccccc1Br)c1ccc2nc[nH]c2c1
  -4	-0.3	-0.9	16	-3	0	-4	1	1
50	CSc1ccc(C(O)c2ncc(-c3cccc(F)c3)[nH]2)cc1 (centres undefined)
  -6	-0.2	-1.6	-9	-7	-14	2	1	-1
51	CC1CC(C)CN(C(=O)C2CC(=O)N(c3ccc(F)cc3)C2)C1 (centres undefined)
  -2	0.4	0.5	16	-5	1	-3	4	13
52	Cc1ccc(S(=O)(=O)N(CC(=O)NCCSCc2ccco2)c2cc(C)ccc2C)cc1
  -2	-0.3	0.5	9	-5	9	19	-9	-1
53	CCCc1nc2c(sc3nc4c(cc32)COC(C)(C)C4)c(=O)n1CCN(CC)CC
  1	-0.5	-0.1	-4	-6	11	-6	0	-6
54	CC(C)(OC(=O)c1cccs1)c1cc2ccccc2c(=O)o1
  -1	-0.1	-0.4	6	-1	3	10	4	-9
55	NNC(=O)c1cc(-c2ccc(O)cc2)nc2ccc(Br)cc12
  -6	-0.5	0.6	0	-2	11	2	7	0
56	Cc1ccc(S(=O)(=O)N2CCN(C(=O)c3cccc(F)c3)CC2)cc1
  -6	-1.1	-1.0	5	-7	-3	-3	-5	-16
57	COc1ccc(CN(C(=O)CSc2nnc(-c3ccc(F)cc3)o2)c2ccc(F)cc2)cc1
  0	0.3	0.0	3	-13	8	38	17	-2
58	Cc1cccc(N2CCN(C(=S)Nc3ccc4nc5n(c(=O)c4c3)CCCCC5)CC2)c1C
  -13	-1.1	0.2	0	7	-112	-4	.	-10
59	COc1ccc(-c2ccc(SCC(=O)N3CCOCC3)nn2)cc1
  0	-0.7	1.2	-8	1	14	-4	4	19
60	O=c1oc(-c2ccc([N+](=O)[O-])cc2)nc2ccccc12
  -3	-0.1	1.2	7	-11	-6	23	3	12

Sequence of screens: bovine MsrA act	Tb MetRS inh	MsrA inhibitor	CendR NRP1 mod	E coli Lon inh	MLLE-PAM2 inh	FAS TE block	MT1-MMP act inh	SKN-1 inh
61	O=S(=O)(NC1=NCCC1)c1ccc(F)cc1
  -5	-0.1	-0.5	10	0	-3	-5	-1	6
62	COCCCNC(=O)CSc1c2c(nc3ccc(Cl)cc13)CCCC2
  -2	-0.5	1.5	-6	4	11	-6	-1	-5
63	CCOC(=O)N1CCN(S(=O)(=O)c2ccc(OCC)cc2)CC1
  -1	0.2	-0.2	4	-1	-7	3	-1	10
64	CC1(C)N=c2ccc([N+](=O)[O-])c(N)c2=[N+]1[O-]
  -3	-1.0	2.9	3	6	-95	-6	4	-2
65	CN(C)C1=NCCN1CCC1CCCC1
  -3	0.0	-0.5	9	-9	8	-10	2	13
66	C=CCn1c(SCc2ccc(F)cc2)nnc1-c1sc2nc(C)cc(C)c2c1N
  -2	-0.4	0.6	8	-11	-73	5	-6	-11
67	Cc1c(C(=O)N2CCCCC2)c(S(=O)(=O)NCCc2ccccc2)c(C)n1C
  -2	0.4	-0.6	-4	-1	4	-7	2	6
68	COC(=O)c1ccc(C(=O)N(C)C2CCCN(Cc3ccccc3F)C2)nc1 (centres undefined)
  1	-0.3	-0.3	20	1	1	-4	-2	21
